Screens as filed in PubChem BioAssay.
Dynein cargo inh – dynein cargo transport inhibition. 3617.4 mouse cells, GR-EGFP nuclear translocation imaging; test concentration mostly 20 µM; stimulated with dexamethasone, 1 µM; stronger effect = lower value. z-score, hits read low. actives 0.47% (n = 220,000);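 active = plate z-score of nuclear minus cytoplasmic receptor signal below a set negative limit, without overly bright fluorescence or cell loss, cut at about -3.5 in these data, passing the limit was not always enough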;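 also: z-score of nuclear minus cytoplasmic ring GR-EGFP intensity difference per well; some compounds called inactive have numbers as strong as hits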
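Buffer or medium – tet-free medium with charcoal-stripped serum · Signal – automated 10x imaging of fixed Hoechst-stained cells · Also added – dexamethasone agonist, 1.0 µM final, for 30 min · Incubation – induction 48 h, compound 1 h, agonist 30 min · Read-out – GR-EGFP nuclear translocation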
XIAP antagonists – small molecules displacing peptide from XIAP – biochemical, IAP family, fluorescence polarization (AID 1018); XIAP BIR domain, fluorescence polarization peptide displacement; higher % means a stronger effect; displacement, % at 20 µM; hits with a dose series show IC50 in µM; actives 0.007% (n = 200,000); in the data active = displacement above about 50%; also: a part of the inactive calls stands beside numbers as strong as those of hits
Hep lipid drop – modulators of hepatic lipid droplet formation; AML12 mouse hepatocytes, oleate lipid droplets, BODIPY imaging; inhibition, % at 6.5 µM; actives 0.4% (n = 240,000);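 active = lipid droplet intensity inhibited by at least 50%, with more than 500 cells counted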
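Material: mouse AML12 hepatocyte cell line, fixed after treatment; Timing: compound with oleate, overnight; Technique: high-content imaging of BODIPY-stained droplets and DAPI nuclei; Probe or stimulus: oleate, 100 µM final; Dosing: compound at 6.5 µM only.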
CSM14.1 death rescue – protection against thapsigargin-triggered cell killing – 384-well, CSM14.1, ATP luminescence, primary screen (AID 1222); CSM14.1 thapsigargin-induced death rescue, ATP luminescence; higher % means a stronger effect; cellular ATP content (survival), % at 20 µM, or EC50 in µM where a hit was titrated; 190,000 tested, under 10 active;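 active = EC50 below 50 µM in the dose-response confirmation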;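 also: death triggered by thapsigargin at about 15 µM added after 2 h compound pretreatment; cell ATP read after overnight thapsigargin exposure of roughly 18 to 22 hours; normalized against plate controls of thapsigargin alone and 5% DMSO vehicle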
bCat nuc transl – alters nuclear translocation of beta-catenin in HeLa cells | immunofluorescence imaging | nuclear translocation activity, % at 5 µM | actives 0.3% (n = 190,000) | AID 1665;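 active = nuclear translocation activity above 50% at 5 µM, with a well cell count of 50 or more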;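 also: per-cell ratio of nuclear to cytoplasmic median beta-catenin stain intensity; plate controls were DMSO negative control for no effect and GSK-3 inhibitor IX positive control for full effect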
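Technique: fluorescence imaging of beta-catenin antibody stain plus DAPI / Material: human HeLa cell line / Incubation: compound treatment 24 h, 37°C, 5% CO2 / Read-out basis: % activation of per-cell nuclear versus cytoplasmic median beta-catenin signal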
Autophagy mod – autophagy modulation, high-content screen | MEF GFP-LC3 puncta imaging; test concentration mostly 10 µM | calls only at 10 µM (by protocol) | actives 0.98% (n = 190,000);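 active = percentage of spot-positive cells more than 3 SD above its plate mean, without a fluorescence outlier flag or 80% toxicity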;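 also: spot-positive cell cutoff set from DMSO-treated cells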
WT yeast gro inh – growth inhibition of WT yeast, mitochondrial fusion screen. mitochondrial fusion phenotypic screen, WT strain. inhibition, % at 10 µM. actives 2.1% (n = 190,000); in the data active = inhibition above about 58%; tested in S. cerevisiae
MT stabilizer – microtubule stabilizers in HeLa cells. HeLa tubulin immunostaining HCS, 24 h; share of cells brighter than vehicle mean+2SD. % tubulin-high responders, % at 10 µM. actives 0.83% (n = 200,000);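 active = plate Z-score above 3 for both tubulin-high and condensed-nucleus cell shares, with cell loss under 80%, at 10 µM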;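 also: anti alpha tubulin signal scored within the nucleus-defined area of each cell; some results filed as inactive read as strong as hits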
Ins promoter up – MIN6 insulin promoter up-regulation; actives 0.3% (n = 190,000); MIN6 insulin promoter-GFP reporter, high-content imaging; stronger effect = higher value; AID 1625; z-score at 5 µM;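 active = z-score above 3 at 5 µM with at least 500 cells counted in the well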
WT yeast gro inh mutant strain – recorded beside WT yeast gro inh, whose call it bears; inhibition, %; mitochondrial fusion phenotypic screen, mutant strain inhibition
Dynein cargo inh cytoplasmic EGFP – second read-out of Dynein cargo inh, no call of its own (marks repeat the call); z-score; measured here: cytoplasmic GR-EGFP intensity; stronger effect = higher value
Dynein cargo inh nuclear GR-EGFP – also measured in Dynein cargo inh; calls as there; z-score; measured here: nuclear GR-EGFP intensity;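 lower value marks the stronger effect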
Dynein cargo inh cell count – further read-out of Dynein cargo inh, marked with its call; z-score; measured here: cell count per field
Ins promoter up cell count – recorded beside Ins promoter up, whose call it bears; cell count; measured here: cytotoxicity, nuclei count;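 total cells summed across four imaged fields per well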
Hep lipid drop cells 6.5 µM – also measured in Hep lipid drop; calls as there; cell count; measured here: cell count, cytotoxicity flag;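 cells counted across two imaged fields per well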
bCat nuc transl cell count 5 µM – further read-out of bCat nuc transl, marked with its call; cell count; measured here: cell count, cytotoxicity flag
MT stabilizer Hoechst-high % – also measured in MT stabilizer; calls as there; % Hoechst-high responders; measured here: nuclear condensation Hoechst responders;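 share of cells brighter than vehicle mean plus two SD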
MT stabilizer cytotoxicity % – second read-out of MT stabilizer, no call of its own (marks repeat the call); toxicity, %; measured here: cytotoxicity by cell density;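 0% = mean cell density of plate MIN control wells and 100% = no cells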
Autophagy mod cell loss 18 h – further read-out of Autophagy mod, marked with its call; toxicity, %; measured here: cell loss, nuclei count;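 cell loss after 18 h compound exposure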
Numbers without * were called inactive; i = inactive; . = not tested or not shown.

SMILES	Dynein cargo inh	Dynein cargo inh cytoplasmic EGFP	Dynein cargo inh nuclear GR-EGFP	Dynein cargo inh cell count	XIAP antagonists	Hep lipid drop	Hep lipid drop cells 6.5 µM	CSM14.1 death rescue	bCat nuc transl	bCat nuc transl cell count 5 µM	Autophagy mod	Autophagy mod cell loss 18 h	WT yeast gro inh	WT yeast gro inh mutant strain	MT stabilizer	MT stabilizer Hoechst-high %	MT stabilizer cytotoxicity %	Ins promoter up	Ins promoter up cell count
Nc1cccc(C(=O)OCC(=O)c2ccccc2)c1	1.8	0.26	0.78	-0.6	1.1%	13	743	-2.0%	5.3	526	i	15	-17	-19	7.0	3.2	14	0.61	1300
C=CCC(CC(O)COCCC)C(=O)NNC(=S)Nc1ccccc1 (stereo not drawn)	0.63	-0.18	0.74	-0.89	.	1	819	.	0.1	1425	.	.	.	.	.	.	.	-0.4	1020
COc1ccc(C=O)cc1Cn1ccnc1	-0.69	-0.27	-0.085	1	-6.2%	-1	739	-0.1%	-0.2	958	i	4	-10	8	3.3	1.9	11	-0.04	1693
Cc1ccsc1C1Nc2ccc3ncccc3c2C2=C1C(=O)CCC2 (stereo not drawn)	0.00023	0.27	-0.34	0.11	-2.7%	.	.	0.7%	-3.4	1022	i	14	-10	-18	5.8	5.7	11	-0.09	1449
CCc1nnc(NC(=O)C2CCN(c3nc(C)cc(C)n3)CC2)s1	-0.42	-0.3	0.095	0.61	-1.3%	.	.	2.6%	-1.4	1159	i	-27	5	-8	3.9	3.1	7.8	0.25	1244
Nc1[nH]ncc1C(=O)Nc1cccc(C(F)(F)F)c1	0.49	-0.23	0.63	-0.092	-6.2%	.	.	0.3%	-0.5	923	i	4	-19	-15	2.6	1.7	9.0	0.79	1423
COc1ccc(C(=O)Nc2cc(OC)c(NC(=O)c3ccco3)cc2OC)cc1	-0.57	-0.22	-0.06	0.87	7.7%	9	806	-0.9%	0.6	1159	i	8	12	6	2.6	1.5	4.9	0.3	911
CC(C)CCN(C)C1CCN(S(=O)(=O)c2cccc(C(F)(F)F)c2)CC1	-0.38	0.14	0.19	0.36	-1.1%	-15	647	.	.	.	i	16	27	38	3.0	2.5	11	.	.
N#CC(c1ccc(F)cc1)c1ccc(C(=O)c2ccccc2)cc1 (stereo not drawn)	-0.43	-0.19	-0.16	-0.074	0.8%	17	840	-0.5%	.	.	i	-2	16	-34	1.2	1.4	18	0.17	821
COc1ccc(C(=O)NCC(=O)NCCc2c[nH]c3ccccc23)cc1OC	1.5	-0.27	1.8	-2.3	-1.7%	2	775	-0.5%	-1.6	1045	i	15	5	8	2.6	1.7	1.1	0.27	1167
O=C(O)c1cc(-c2cccc(Cl)c2)nc2nc(N3CCCCC3)sc12	-0.23	-0.14	-0.35	-0.61	-5.7%	0	629	-2.5%	-0.1	830	i	14	21	-3	2.0	3.0	1.3	0.78	1226
O=[N+]([O-])c1ccc(/C=N/N/C(=N/c2ccccn2)c2ccccn2)cc1	1.5	-0.15	-0.23	-0.86	-18%	.	.	-0.8%	-0.5	1392	i	-1	-3	12	3.6	1.8	8.6	-1.4	1683
Cc1cc(NS(=O)(=O)c2ccc(NC(=O)CN3C(=O)c4ccccc4C3=O)cc2)nc(C)n1	1.5	-0.14	0.68	-1	-4.5%	.	.	1.3%	0.9	1465	i	4	-3	-3	1.7	2.0	14	1.1	1578
COC(=O)C(CC(C)C)NC(=O)/C=C/c1ccc(Cl)cc1 (stereo not drawn)	0.2	-0.31	0.038	0.18	-1.3%	-9	642	-2.4%	-2.7	1012	i	-5	42	3	5.4	1.7	2.8	0.3	1535
Cc1nn(-c2ccccc2)c(C)c1/C=N/NC(=O)CSc1nnc(SCc2cccc3ccccc23)s1	1.3	-0.27	0.3	-0.81	-5.2%	17	646	0.7%	-4.4	528	i	17	6	-5	2.2	1.1	5.3	-0.71	1266
CCCCC(=O)O[C@]1(C(=O)CO)CC[C@H]2[C@@H]3CCC4=CC(=O)CC[C@]4(C)[C@H]3[C@@H](O)C[C@@]21C	-0.29	-0.28	0.034	0.4	-5.5%	.	.	-3.1%	-10	513	i	24	-4	-8	1.6	1.4	5.7	.	.
O=C(C1CCN(C2CCN(C/C(Cl)=C/c3ccccc3)CC2)CC1)N1CCOCC1	1.1	-0.24	0.45	-0.37	-6.4%	-8	676	2.5%	0.3	1118	i	15	8	4	2.6	1.7	4.7	0.37	1383
COc1ccc(C=NCCCN2CCOCC2)cc1	-1.1	-0.11	-0.21	0.22	-10%	0	728	-0.9%	0.2	1147	i	4	1	2	2.9	1.4	0.4	.	.
CCCCC(=O)Oc1ccccc1C1SCc2cc(C)c(C)cc2CS1	-0.48	-0.2	0.37	-0.15	-1.6%	.	.	-0.8%	-0.5	1420	i	7	8	-9	2.4	1.2	8.9	0.17	1466
CCOc1ccc(C(=O)NCC(=O)OCc2c(C)noc2C)cc1OCC	-0.53	-0.32	-0.42	1.1	-3.2%	12	685	-0.3%	1.5	1153	i	-5	-3	-3	1.8	2.1	13	-0.04	1446
COc1ccc(N2CCN(S(=O)(=O)c3ccc(Cl)s3)CC2)cc1	-1.5	-0.096	-0.79	0.15	-4.7%	-9	762	1.7%	1.1	1033	i	-1	-7	-22	1.8	1.7	1.9	-0.68	1513
C=CCNC(=O)/C(=C/c1cccc([N+](=O)[O-])c1)NC(=O)c1ccco1	-1	-0.28	-0.93	1.5	-0.7%	-11	736	-0.7%	0.2	1517	i	-9	9	-13	1.9	2.2	8.6	0	1493
Cc1ccc(S(=O)(=O)CC(=O)Nc2nc(-c3ccccc3)cs2)cc1	2.1	-0.00023	0.68	-1.5	-8.9%	7	829	-0.4%	.	.	i	6	61*	44*	1.2	1.2	12	1	878
O=C1/C(=C/c2ccncc2)CCc2ccccc21	-3.3	0.37	-1.5	0.46	.	6	736	.	1.2	1280	.	.	.	.	.	.	.	-1.1	966
Cn1c(Cc2ccccc2)nnc1SCC(=O)Nc1ccc2c(c1)OCCO2	0.33	-0.095	0.03	0.2	-4.5%	.	.	-0.8%	1.0	1163	i	5	6	2	2.0	1.6	9.2	0.17	1295
COc1cc(/C=C/C(=O)O)cc(S(=O)(=O)Nc2ccc3nc(SC)sc3c2)c1OC	-1.1	-0.17	-0.19	0.24	-2.8%	16	705	-1.1%	-5.8	1140	i	-5	-21	13	5.0	1.8	7.6	-0.28	1289
CCN(CC)S(=O)(=O)c1cc(C(=O)OCC(=O)c2ccc3c(c2)NC(=O)CO3)ccc1Cl	0.19	-0.3	0.32	-0.43	-4.4%	-5	668	-1.4%	0.8	1045	i	-16	-1	-21	2.8	1.4	6.6	0.39	1777
COc1ccccc1NC(=O)COC(=O)C1CC2C=CC1C2 (stereo not drawn)	-0.72	-0.18	-0.36	0.58	-4.3%	24	670	5.4%	-1.1	1077	i	19	-2	-6	2.8	1.7	6.0	3*	1142*
C=C(C(=O)c1ccccc1)C(C)C(=C)C(=O)c1ccccc1	-3.1	1.1	-1.6	-1.5	-4.8%	-7	613	0.9%	-1.8	1088	i	22	51	29	8.2	2.5	3.8	0.3	960
Cc1c(C(=O)N2CCC(C)CC2)sc2ncnc(N(C)c3ccccc3)c12	-0.88	-0.13	0.39	0.5	-8.7%	-29	708	-0.7%	1.8	1037	i	-1	88*	72*	3.3	2.1	1.0	-0.52	942
CCC[N+](CC#Cc1ccccc1)(CCC)CC(=O)OC	0.12	-0.31	-0.28	0.58	-4.7%	-2	651	5.5%	-0.7	993	i	-7	-17	-5	1.8	2.2	3.7	.	.
O=S(=O)(NC1CCN(Cc2ccccc2)CC1)c1ccc(Cl)cc1	0.67	-0.29	-0.035	0.5	.	-77	663	.	8.3	875	.	.	.	.	.	.	.	-0.43	1254
Cc1ccc(-c2csc(C3=C(O)CN(NC(=O)c4ccco4)C3=N)n2)cc1	0.2	-0.25	0.13	-0.086	.	1	735	.	0.1	1310	.	.	.	.	.	.	.	0.52	1407
CC1CCc2nc(/C(C#N)=C/c3ccncc3)sc2C1 (stereo not drawn)	-0.16	-0.26	0.23	0.95	-8.4%	-28	698	-2.8%	-1.5	1066	i	23	-3	22	3.3	0.8	1.6	0.68	1205
CCOC(=O)c1c(C)[nH]c(C)c1C(=O)COC(=O)CNC(=O)c1ccc(OCC)cc1	-0.57	-0.18	-0.023	1.4	-3.4%	6	699	.	.	.	i	-4	10	19	3.2	1.6	7.2	-0.86	1103

Quoted at random: 3 records from the list
SMILES	Dynein cargo inh	Dynein cargo inh cytoplasmic EGFP	Dynein cargo inh nuclear GR-EGFP	Dynein cargo inh cell count	XIAP antagonists	Hep lipid drop	Hep lipid drop cells 6.5 µM	CSM14.1 death rescue	bCat nuc transl	bCat nuc transl cell count 5 µM	Autophagy mod	Autophagy mod cell loss 18 h	WT yeast gro inh	WT yeast gro inh mutant strain	MT stabilizer	MT stabilizer Hoechst-high %	MT stabilizer cytotoxicity %	Ins promoter up	Ins promoter up cell count
Cc1ccc(-c2csc(C3=C(O)CN(NC(=O)c4ccco4)C3=N)n2)cc1	0.2	-0.25	0.13	-0.086	.	1	735	.	0.1	1310	.	.	.	.	.	.	.	0.52	1407
CCOC(=O)c1c(C)[nH]c(C)c1C(=O)COC(=O)CNC(=O)c1ccc(OCC)cc1	-0.57	-0.18	-0.023	1.4	-3.4%	6	699	.	.	.	i	-4	10	19	3.2	1.6	7.2	-0.86	1103
CC1CCc2nc(/C(C#N)=C/c3ccncc3)sc2C1 (stereo not drawn)	-0.16	-0.26	0.23	0.95	-8.4%	-28	698	-2.8%	-1.5	1066	i	23	-3	22	3.3	0.8	1.6	0.68	1205
